Bioassay records: PubChem, Broad Institute
BioA inh – blocks M. tuberculosis BioA enzyme activity | purified M. tuberculosis BioA enzyme, plate reader | hit rate 0.096% among 360,000 | inhibition, % at 9.99 µM | AID 602481; in the data active = inhibition above about 40%
Starred values were filed as active, the others as inactive.

Sample of the layout, 15 compounds:
Results for C[C@@H]1CN([C@@H](C)CO)C(=O)c2cc(C#CC3CC3)cnc2O[C@H]1CN(C)S(=O)(=O)c1cccc(F)c1 ?
BioA inh: 3.6

What do the screens show for `Cc1ccccc1S(=O)(=O)NCC[C@@H]1CC[C@@H](NS(=O)(=O)c2ccccc2C)[C@@H](CO)O1`?
BioA inh: -1.7

What do the screens show for `CC(C)[C@@H](C)NC(=O)N(C)C[C@H]1OCc2ccccc2-c2ccccc2C(=O)N([C@H](C)CO)C[C@@H]1C`?
BioA inh: -1.2

How did C[C@@H]1CN([C@H](C)CO)C(=O)c2cc(NC(=O)NC3CCCCC3)ccc2O[C@@H](C)CCCCO[C@@H]1CN(C)S(=O)(=O)c1ccc(F)cc1 do in these assays?
BioA inh: 0.6

Results for Cc1cc(C(=O)Nc2cccc3c2O[C@@H](CN(C)Cc2ccc(Cl)c(Cl)c2)[C@H](C)CN([C@H](C)CO)C3=O)n(C)n1 ?
BioA inh: 1.4

How did COc1cccc(CNC(=O)C[C@H]2CC[C@H](NS(=O)(=O)c3ccccc3OC)[C@H](CO)O2)c1 do in these assays?
BioA inh: 3.5

What do the screens show for `O=C(C[C@@H]1C[C@H]2c3cc(NC(=O)c4cccnc4)ccc3O[C@H]2[C@@H](CO)O1)NCc1cc(F)ccc1F`?
BioA inh: 41.2*

What do the screens show for `C[C@H]1CN([C@@H](C)CO)C(=O)Cc2cc(NS(=O)(=O)c3cccs3)ccc2O[C@@H]1CN(C)C(=O)NC1CCCCC1`?
BioA inh: 3.6

How did O=C1O[C@H](c2ccccc2)[C@H](c2ccccc2)N2[C@H]1[C@@H](C(=O)N1CCN(c3ncccn3)CC1)[C@]1(C(=O)Nc3ccc(C#CC4(O)CCCCCC4)cc31)[C@H]2c1ccc(OCCO)cc1 do in these assays?
BioA inh: 0.0

How did C[C@@H]1CN([C@H](C)CO)C(=O)Cc2cc(NC(=O)Cc3cn(C)c4ccccc34)ccc2O[C@@H]1CN(C)Cc1ccc(C(=O)O)cc1 do in these assays?
BioA inh: 2.7

Results for COc1ccc(S(=O)(=O)Nc2ccc3c(c2)C(=O)N([C@@H](C)CO)C[C@@H](C)[C@@H](CN(C)S(=O)(=O)c2cn(C)cn2)O3)cc1 ?
BioA inh: 1.3

Results for C[C@@H]1CCCCO[C@H](CN(C)Cc2ccccc2)[C@H](C)CN([C@H](C)CO)C(=O)c2cc(NC(=O)Cc3ccccc3)ccc2O1 ?
BioA inh: 2.7

How did C[C@@H]1CN([C@H](C)CO)C(=O)c2cc(C#CCN(C)C)cnc2O[C@@H]1CN(C)S(C)(=O)=O do in these assays?
BioA inh: -0.5

How did O=C/C=C/c1ccc(-c2ccccc2)cc1 do in these assays?
BioA inh: -0.3

Results for COCC#Cc1cnc2c(c1)C(=O)N([C@H](C)CO)C[C@H](C)[C@@H](CN(C)S(=O)(=O)c1cn(C)cn1)O2 ?
BioA inh: -0.4

All compounds of this part, from the first entry:
Results for C[C@@H]1CN([C@@H](C)CO)C(=O)c2cc(C#CC3CC3)cnc2O[C@H]1CN(C)S(=O)(=O)c1cccc(F)c1 ?
BioA inh: 3.6

What do the screens show for `Cc1ccccc1S(=O)(=O)NCC[C@@H]1CC[C@@H](NS(=O)(=O)c2ccccc2C)[C@@H](CO)O1`?
BioA inh: -1.7

What do the screens show for `CC(C)[C@@H](C)NC(=O)N(C)C[C@H]1OCc2ccccc2-c2ccccc2C(=O)N([C@H](C)CO)C[C@@H]1C`?
BioA inh: -1.2

How did C[C@@H]1CN([C@H](C)CO)C(=O)c2cc(NC(=O)NC3CCCCC3)ccc2O[C@@H](C)CCCCO[C@@H]1CN(C)S(=O)(=O)c1ccc(F)cc1 do in these assays?
BioA inh: 0.6

Results for Cc1cc(C(=O)Nc2cccc3c2O[C@@H](CN(C)Cc2ccc(Cl)c(Cl)c2)[C@H](C)CN([C@H](C)CO)C3=O)n(C)n1 ?
BioA inh: 1.4

How did COc1cccc(CNC(=O)C[C@H]2CC[C@H](NS(=O)(=O)c3ccccc3OC)[C@H](CO)O2)c1 do in these assays?
BioA inh: 3.5

What do the screens show for `O=C(C[C@@H]1C[C@H]2c3cc(NC(=O)c4cccnc4)ccc3O[C@H]2[C@@H](CO)O1)NCc1cc(F)ccc1F`?
BioA inh: 41.2*

What do the screens show for `C[C@H]1CN([C@@H](C)CO)C(=O)Cc2cc(NS(=O)(=O)c3cccs3)ccc2O[C@@H]1CN(C)C(=O)NC1CCCCC1`?
BioA inh: 3.6

How did O=C1O[C@H](c2ccccc2)[C@H](c2ccccc2)N2[C@H]1[C@@H](C(=O)N1CCN(c3ncccn3)CC1)[C@]1(C(=O)Nc3ccc(C#CC4(O)CCCCCC4)cc31)[C@H]2c1ccc(OCCO)cc1 do in these assays?
BioA inh: 0.0

How did C[C@@H]1CN([C@H](C)CO)C(=O)Cc2cc(NC(=O)Cc3cn(C)c4ccccc34)ccc2O[C@@H]1CN(C)Cc1ccc(C(=O)O)cc1 do in these assays?
BioA inh: 2.7

Results for COc1ccc(S(=O)(=O)Nc2ccc3c(c2)C(=O)N([C@@H](C)CO)C[C@@H](C)[C@@H](CN(C)S(=O)(=O)c2cn(C)cn2)O3)cc1 ?
BioA inh: 1.3

Results for C[C@@H]1CCCCO[C@H](CN(C)Cc2ccccc2)[C@H](C)CN([C@H](C)CO)C(=O)c2cc(NC(=O)Cc3ccccc3)ccc2O1 ?
BioA inh: 2.7

How did C[C@@H]1CN([C@H](C)CO)C(=O)c2cc(C#CCN(C)C)cnc2O[C@@H]1CN(C)S(C)(=O)=O do in these assays?
BioA inh: -0.5

How did O=C/C=C/c1ccc(-c2ccccc2)cc1 do in these assays?
BioA inh: -0.3

Results for COCC#Cc1cnc2c(c1)C(=O)N([C@H](C)CO)C[C@H](C)[C@@H](CN(C)S(=O)(=O)c1cn(C)cn1)O2 ?
BioA inh: -0.4

What do the screens show for `C[C@H]1CCCCO[C@@H](CN(C)C(=O)Nc2ccccc2)[C@@H](C)CN([C@@H](C)CO)C(=O)c2cc(NS(C)(=O)=O)ccc2O1`?
BioA inh: 3.4

What do the screens show for `C[C@H]1CCCCO[C@H](CN(C)Cc2ccc(Cl)c(Cl)c2)[C@@H](C)CN([C@@H](C)CO)C(=O)c2cc(NC(=O)Cc3ccccc3)ccc2O1`?
BioA inh: -1.1

What do the screens show for `COc1ccc(NC(=O)Nc2ccc3c(c2)CC(=O)N([C@H](C)CO)C[C@H](C)[C@H](CN(C)Cc2ccc(C(F)(F)F)cc2)O3)cc1`?
BioA inh: 2.2

How did COc1ccc(NC(=O)Nc2ccc3c(c2)C(=O)N([C@@H](C)CO)C[C@H](C)[C@@H](CN(C)C(=O)Cc2ccccc2)OCCCC[C@@H](C)O3)cc1 do in these assays?
BioA inh: 1.1

How did C[C@H](NC(=O)C[C@@H]1CC[C@H](NC(=O)C2CC2)[C@H](CO)O1)c1ccccc1 do in these assays?
BioA inh: -0.1

How did CN1CCN(C(=O)C[C@H]2CC[C@H]3[C@@H](COC[C@H](O)CN3Cc3cccc(F)c3)O2)CC1 do in these assays?
BioA inh: 2.2

What do the screens show for `O=C(C[C@H]1C[C@@H]2c3cc(NC(=O)Nc4ccc(C(F)(F)F)cc4)ccc3O[C@@H]2[C@@H](CO)O1)NCCc1ccccc1`?
BioA inh: 1.5

What do the screens show for `CCCNC(=O)[C@H]1[C@H](CO)[C@H]2Cn3c(ccc(/C=C/c4ccccc4)c3=O)[C@H]2N1CC1CC1`?
BioA inh: 12.3

What do the screens show for `CC(C)NC(=O)N(C)C[C@@H]1Oc2cc(-c3ccccc3F)ccc2S(=O)(=O)N([C@@H](C)CO)C[C@H]1C`?
BioA inh: 0.4

How did O=C(C[C@@H]1CC[C@H](NC(=O)NC2CCCCC2)[C@H](CO)O1)NCc1ccccc1 do in these assays?
BioA inh: 0.3

How did O=C(c1ccncc1)N1C[C@@H]2[C@H](c3ccccc31)[C@@H](CO)N2C(=O)c1ccccc1F do in these assays?
BioA inh: -3.8

How did CC(C)NC(=O)N(C)C[C@H]1Oc2cc(C#Cc3cccc(F)c3)ccc2S(=O)(=O)N([C@@H](C)CO)C[C@@H]1C do in these assays?
BioA inh: -1.8

Results for C[C@@H]1CN([C@@H](C)CO)C(=O)c2cc(NC(=O)Nc3ccccc3)ccc2O[C@@H]1CN(C)S(=O)(=O)c1ccc(F)cc1 ?
BioA inh: -1.6

How did COc1cccc(C#Cc2cnc3c(c2)C(=O)N([C@H](C)CO)C[C@@H](C)[C@H](CN(C)C(C)=O)O3)c1 do in these assays?
BioA inh: -0.2

How did C[C@@H]1CN([C@@H](C)CO)S(=O)(=O)c2ccc(C#Cc3ccccc3F)cc2O[C@H]1CN(C)C(=O)c1ccc2c(c1)OCO2 do in these assays?
BioA inh: -3.7

Results for C[C@@H]1CN([C@H](C)CO)C(=O)c2cc(-c3cccc(C#N)c3)cnc2O[C@@H]1CN(C)Cc1cncnc1 ?
BioA inh: -3.9

Results for C[C@@H]1CCCCO[C@H](CN(C)C(=O)Nc2ccc(F)cc2)[C@H](C)CN([C@@H](C)CO)C(=O)c2cc(NS(=O)(=O)c3cn(C)cn3)ccc2O1 ?
BioA inh: 0.6

Results for O=C(c1ccncc1)N1CC[C@@H]2[C@H]1c1cc(Br)ccc1N[C@@H]2CO ?
BioA inh: 104.1*

What do the screens show for `C[C@@H]1CN([C@H](C)CO)C(=O)Cc2cc(NS(=O)(=O)c3ccccc3)ccc2O[C@H]1CN(C)Cc1ccncc1`?
BioA inh: -2.6

What do the screens show for `C[C@@H]1CN([C@H](C)CO)C(=O)c2cc(NS(=O)(=O)c3ccccc3)ccc2O[C@@H]1CN(C)Cc1ccc(Oc2ccccc2)cc1`?
BioA inh: 3.8

Results for CN1CCN(C(=O)[C@H]2[C@H](CO)[C@H]3Cn4c(ccc(-c5cncnc5)c4=O)[C@H]3N2CC2CCCC2)CC1 ?
BioA inh: -0.1

A section taken from the entries so far, for reference:
How did O=C(C[C@@H]1CC[C@H](NC(=O)NC2CCCCC2)[C@H](CO)O1)NCc1ccccc1 do in these assays?
BioA inh: 0.3

How did O=C(c1ccncc1)N1C[C@@H]2[C@H](c3ccccc31)[C@@H](CO)N2C(=O)c1ccccc1F do in these assays?
BioA inh: -3.8

(cont.)
What do the screens show for `COc1ccc(NC(=O)Nc2ccc3c(c2)CC(=O)N([C@@H](C)CO)C[C@@H](C)[C@H](CN(C)S(=O)(=O)c2ccc(F)cc2)O3)cc1`?
BioA inh: -1.1

What do the screens show for `C[C@H](CO)N1C[C@H](C)[C@@H](CN(C)C(=O)c2ccncc2)Oc2ncc(C3=CCCCC3)cc2C1=O`?
BioA inh: 1.9

What do the screens show for `O=C(C[C@@H]1CC[C@@H]2[C@H](COC[C@@H](O)CN2C(=O)c2cccnc2)O1)NCc1ccc(-c2ccccc2)cc1`?
BioA inh: -2.9

How did CCCC(=O)Nc1ccc2c(c1)C(=O)N(C)[C@@H]1CC[C@H](CC(=O)NCc3ccccc3Cl)O[C@H]1CO2 do in these assays?
BioA inh: -2.0

How did COc1ccc(C#Cc2cnc3c(c2)C(=O)N([C@@H](C)CO)C[C@@H](C)[C@@H](CN(C)C)O3)cc1 do in these assays?
BioA inh: -0.8

Results for C[C@H]1CN([C@@H](C)CO)C(=O)Cc2cc(NC(=O)NC3CCCCC3)ccc2O[C@H]1CN(C)Cc1ccccc1 ?
BioA inh: -1.0

Results for C[C@@H]1CN([C@@H](C)CO)C(=O)Cc2cc(NC(=O)Nc3ccc(C(F)(F)F)cc3)ccc2O[C@@H]1CN(C)C(=O)Nc1ccc(F)cc1 ?
BioA inh: -1.1

How did COc1ccc(S(=O)(=O)N(C)C[C@@H]2OCCCC[C@H](C)Oc3ccc(NC(=O)Nc4c(C)noc4C)cc3C(=O)N([C@@H](C)CO)C[C@@H]2C)cc1 do in these assays?
BioA inh: -1.6

How did COCC(=O)N(C)C[C@@H]1Oc2ncc(/C=C/c3ccccc3)cc2C(=O)N([C@@H](C)CO)C[C@H]1C do in these assays?
BioA inh: 0.9

What do the screens show for `C[C@@H]1CN([C@H](C)CO)C(=O)c2cc(C#C[C@@H](C)O)cnc2O[C@H]1CN(C)C(=O)c1ccccc1`?
BioA inh: 0.2

How did CC(C)NC(=O)N(C)C[C@@H]1Oc2c(NS(C)(=O)=O)cccc2C(=O)N([C@H](C)CO)C[C@@H]1C do in these assays?
BioA inh: 0.7

What do the screens show for `CCC(=O)Nc1ccc2c(c1)C(=O)N(C)[C@@H]1CC[C@@H](CC(=O)N3CCCCC3)O[C@@H]1CO2`?
BioA inh: -2.4

What do the screens show for `C[C@H]1CN([C@@H](C)CO)C(=O)c2cccc(NC(=O)Nc3cccc4ccccc34)c2O[C@H]1CN(C)Cc1ccc(Oc2ccccc2)cc1`?
BioA inh: -2.3

How did COc1ccc(CN(C)C[C@H]2Oc3ccc(NC(=O)C4CC4)cc3C(=O)N([C@@H](C)CO)C[C@@H]2C)cc1 do in these assays?
BioA inh: -2.0

What do the screens show for `C[C@@H]1CN([C@H](C)CO)C(=O)c2cc(/C=C/c3ccccc3)cnc2O[C@H]1CN(C)S(=O)(=O)c1ccccc1F`?
BioA inh: 1.4

What do the screens show for `COc1ccc(S(=O)(=O)N[C@@H]2CC[C@H](CCNC(=O)CN3CCOCC3)O[C@@H]2CO)cc1`?
BioA inh: -1.2

How did CN(C)C(=O)c1ccc(-c2ccc3c(c2)[C@@H]2[C@@H](CCN2C(=O)C2CCC2)[C@H](CO)N3C)cc1 do in these assays?
BioA inh: 1.0

How did C[C@@H]1CN([C@@H](C)CO)C(=O)c2cc(NC(=O)NC3CCCCC3)ccc2O[C@@H](C)CCCCO[C@H]1CN(C)C(=O)Nc1ccccc1 do in these assays?
BioA inh: 0.6

How did C[C@H](CO)N1C[C@H](C)[C@H](CN(C)C(=O)NC2CCCCC2)Oc2ncc(-c3cccc(C(F)(F)F)c3)cc2C1=O do in these assays?
BioA inh: 4.8

Only part of the results is shown. The share of hits here may be higher or lower than overall.
